Lamin A splicing – modulators of lamin A splicing. HeLa LMNA splicing GFP/RFP minigene ratio, 48 h. Potency, µM (top dose mostly 46.1 µM), for the others: at the top dose ratio change, negative = inhibition, actives largely listed as inhibitors. 200,000 tested, 0.01% active; active = well fitted inhibition curve with a large enough effect in the signal ratio, with a control signal flat, not every such curve was filed as active; inconclusive = small, poorly fitted or top-dose-only effect, or effect the other way, or a change in a side signal; the % refers to the signal ratio; also: potency is read from the fitted curve at half-maximal effect; % is scaled to controls: 0 for no effect and ±100 for the full control effect
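S3 HeLa cells stably expressing lamin A-EGFP splicing minigene plus DsRed2, 600 cells/well, 48 h compound exposure at 37C. Laser-scanning cytometry; analysed as GFP (500-530 nm)/RFP (575-640 nm) total intensity ratio; 0.5% DMSO vehicle.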
Epigenetic derep – derepresses silenced GFP reporter in murine cells; murine LDR cells, GFP reporter derepression, 30 h; Potency, µM (titrated, usually from 53.9 µM), for inactives: at the top dose GFP activation, hits mostly activators; 280,000 tested, 0.2% active; also: potency is read from the fitted curve at half-maximal effect; % of control where 0% means no effect; nearly all actives have a fitted effect of over 60% in size
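Murine LDR cells carrying a silenced, genomically integrated CMV-driven GFP reporter were exposed to compound for 30 hours at 37 C. After PBS washes, GFP-positive cells (20–120 um objects) were counted by laser-scanning microplate cytometry.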
NPSR antag – neuropeptide S receptor (human) antagonism, cAMP; CHO-NPSR cells, cAMP TR-FRET, antagonist mode; Q6W5P4; AID 1461; 220,000 tested, 1% active; Potency, µM (top dose mostly 38.3 µM), for the others: at the top dose activity change, negative = inhibition, actives largely listed as inhibitors; also: potency is read from the fitted curve at half-maximal effect; % is scaled to controls: 0 for no effect and ±100 for the full control effect; nearly all actives have a fitted effect of over 50% in size; many of its hits are not listed in these tables
Target sequence (Q6W5P4 whole entry, looked up): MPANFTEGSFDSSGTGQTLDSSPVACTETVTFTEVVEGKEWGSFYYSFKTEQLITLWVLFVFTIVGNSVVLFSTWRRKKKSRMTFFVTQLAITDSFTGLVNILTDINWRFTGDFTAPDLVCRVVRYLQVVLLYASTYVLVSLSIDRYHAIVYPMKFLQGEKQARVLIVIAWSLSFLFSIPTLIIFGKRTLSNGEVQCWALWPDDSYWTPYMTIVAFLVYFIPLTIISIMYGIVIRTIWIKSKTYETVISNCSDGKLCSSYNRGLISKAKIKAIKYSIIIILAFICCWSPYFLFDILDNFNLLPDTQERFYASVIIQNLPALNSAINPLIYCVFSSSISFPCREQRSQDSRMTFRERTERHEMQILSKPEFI
CBFb RUNX1 block – CBF-beta/RUNX1 interaction disruption | Q01196+Q13951 | AlphaScreen CBFb-His/RUNX1-biotin binding, biochemical | Potency, µM (highest dose often 59.8 µM), inactives show top-dose activity, negative = inhibition, usual class: inhibitors | 230,000 tested, under 10 active | AID 1477; also: % of control where 0% means no effect
Target sequence (Q01196 whole entry, looked up): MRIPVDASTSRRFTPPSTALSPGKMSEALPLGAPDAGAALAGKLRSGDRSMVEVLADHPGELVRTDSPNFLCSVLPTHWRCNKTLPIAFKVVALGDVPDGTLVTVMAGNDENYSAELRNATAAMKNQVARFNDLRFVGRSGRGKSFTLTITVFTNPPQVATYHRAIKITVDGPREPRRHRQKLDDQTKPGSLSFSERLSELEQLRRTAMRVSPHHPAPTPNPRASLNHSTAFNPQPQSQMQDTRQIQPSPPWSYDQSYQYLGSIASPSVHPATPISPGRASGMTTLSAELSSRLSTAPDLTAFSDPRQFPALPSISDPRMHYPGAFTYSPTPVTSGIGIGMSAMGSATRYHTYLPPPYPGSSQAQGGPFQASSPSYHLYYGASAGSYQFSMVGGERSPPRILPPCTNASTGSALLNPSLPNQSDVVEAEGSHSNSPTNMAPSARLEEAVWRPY
Target sequence (Q13951 whole entry, looked up): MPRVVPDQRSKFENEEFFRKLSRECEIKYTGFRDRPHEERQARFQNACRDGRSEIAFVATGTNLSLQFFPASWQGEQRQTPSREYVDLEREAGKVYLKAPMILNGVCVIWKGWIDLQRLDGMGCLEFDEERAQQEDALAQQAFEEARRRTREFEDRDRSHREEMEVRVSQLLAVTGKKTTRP
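Proteins preincubated together for 20 min at RT before compound addition; 15 min later, nickel and streptavidin beads were added and left 90 min prior to AlphaScreen measurement.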
HttQ103 aggreg – mutant huntingtin aggregation inhibition; Potency, µM (series often up to 46.1 µM), without a hit: at the highest dose activity change, negative = inhibition, hits mostly inhibitors; 220,000 tested, 1.1% active; PC12 HttQ103-GFP aggregates, Acumen cytometry, 40 h; also: potency is read from the fitted curve at half-maximal effect; % is scaled to controls: 0 for no effect and ±100 for the full control effect; nearly all actives have a fitted effect of over 60% in size
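PC12 cells stably carrying ecdysone-inducible HTT exon 1 Q103–GFP were induced with tebufenozide (100 nM final) and treated with library compounds in titration. GFP aggregates in lysates were counted by laser scanning cytometry.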
Luc counter – Kinase-Glo luciferase inhibition (counter-screen); Q27757; Kinase-Glo luciferase, ATP luminescence, 8 min; Potency, µM (series often up to 38.3 µM), for inactives: top-dose activity change, negative = inhibition, usual class: inhibitors; 200,000 tested, 0.28% active; AID 1379; also: potency is read from the fitted curve at half-maximal effect; % is scaled to controls: 0 for no effect and ±100 for the full control effect; nearly all actives have a fitted effect of over 60% in size
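Compounds were added to a substrate mix at pH 7.2 (50 mM imidazole, 10 uM ATP, within the enzyme's linear range), followed by Kinase-Glo detection reagent; luminescence was measured after 8 minutes at ambient temperature.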
IMPase Li inh – membrane-permeable IMPase blocker, potentiated with lithium. CHO-M1 cells, IP1 TR-FRET (IP-One), carbachol + lithium. Potency, µM (titrated, usually from 59.4 µM), without a hit: at the top dose activity, negative = IMPase inhibition, hits mostly inhibitors. 210,000 tested, 0.35% active. AID 1457;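 also: IP1 builds up when IMPase is blocked and the TR-FRET signal falls; potency is read from the fitted curve at half-maximal effect; plate controls were basal vehicle for no effect and high inhibitor control for full effect; nearly all actives have a fitted effect of over 50% in size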
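Steps: plate 2000 CHO-M1 cells per well and culture 16–30 h; add compound and lithium; incubate 30 min, 37C; add d2-IP1 tracer and Eu cryptate anti-IP1 antibody in lysis buffer; read after 10 min at room temperature.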
* marks the source's active call; other numbers are inactive results; ? = inconclusive; . = no result given; & = joins results of further samples; [ ] = dose if it differs, or a comment. Unless noted, calls follow the shape of the dose curve; as a rule, active = well fitted curve in the direction sought with a large enough effect; inconclusive = small, poorly fitted or top-dose-only effect, or another doubt; inactive = no such curve, though single readings can be large; an effect the other way counts as inactive or inconclusive. Not all compounds are listed; the hit share may differ from the screen's.

Results follow in this order: Lamin A splicing	Epigenetic derep	NPSR antag	CBFb RUNX1 block	HttQ103 aggreg	Luc counter	IMPase Li inh
COc1ccc(Cl)cc1N1C(=O)C2CCCN2C1c1ccc(F)c(F)c1 (configuration not stated)
  -5%	0.0%	-8%[46.1 µM]	-5%	11%	2%	?
COc1ccc(NC(=O)CSc2nnc(-c3ccco3)n2C)cc1
  -1%	-1.0%	9%[46.1 µM]	0%	2%	0%	24%[38.3 µM]
CCCc1n(CC(O)COC2CCCCC2)c2ccccc2[n+]1C (configuration not stated)
  8%[46 µM]	-5.2%	9%	-1%	-5%[9.22 µM]	0%	20%
c1coc(CN(Cc2ccco2)c2ncnc3c2oc2ccccc23)c1
  -18%	12%	?	-1%	1%	9%	23%
CCCN(CCC)CCCNC(=O)c1cc2c(=O)n(C)c3ccccc3c2n1C
  -11%	0.0%	4%[46.1 µM]	4%	14%	1%	11%[38.3 µM]
O=C(CCC(=O)OCC(F)(F)C(F)F)NCc1ccccc1
  ?	0.7%	11%[46.1 µM]	-3%	5%	2%	4%[38.3 µM]
COc1ccc(C(=O)NCc2cccnc2)cc1C(=O)NCc1cccnc1
  ?	-0.2%	-12%[46.1 µM]	6%	.	0%	3%&4%
O=C(c1cccc(Br)c1)c1conc1C(=O)c1ccco1
  3%	-4.8%	-2%	8%	-8%	-2%	0%
N#CCCn1cc(/C=C/C(=O)O)c(-c2ccc(F)cc2)n1
  -6%[46 µM]	5.6%	12%	4%	0%	3%	3%
COc1ccc(/C=N/N=C(\N)c2nonc2N)cc1OC
  .	-4.1%	8%	4%	-18%	-8%	-1%
O=C(/C=C/c1ccccc1)NC1CC2CCCC(C1)N2Cc1ccccc1 (configuration not stated)
  .	0.9%	16%	2%	38%[9.22 µM]	.	.
CCOC(=O)N1CCN(c2nc(-c3ccc(Cl)cc3)cs2)CC1
  ?	-0.9%	?	8%	-25%	-5%	39%[activator][38.3 µM]
COc1ccc(C(C)=O)cc1CN1C(=O)NC2(CCCCC2C)C1=O (configuration not stated)
  15%	0.9%	-18%[46.1 µM]	3%	29%	-2%	6%[38.3 µM]
CCCC(=O)C1=C(O)C(C(=O)OC)C(C)(C)CC1=Nc1ccc(C)cc1 (configuration not stated)
  ?	1.1%	47%	19%	5%[9.22 µM]	-1%	17%
O=C(CSc1nnc(-c2ccccn2)n1Cc1ccco1)c1ccc(-c2ccccc2)cc1
  ?	0.7%	?	-15%	-5%	3%	4%[38.3 µM]
CC1=C(C(=O)OCc2ccccc2)C(c2ccc(Cl)cc2Cl)NC(=O)N1CCCCCC(=O)O (configuration not stated)
  ?	1.4%	-43%	4%[2.36 µM]	5%	0%	14%
Cc1ccc(S(=O)(=O)/N=C(\N)Nc2nc(C)c3ccc(C)cc3n2)cc1
  -4%	0.0%	-24%[46.1 µM]	8%	-24%	-2%	8%
O=C(NCC(c1cccnc1)N1CCN(c2ccccc2F)CC1)c1ccco1 (configuration not stated)
  -19%	0.8%	-10%[46.1 µM]	5%	7%	2%	15%[38.3 µM]
CCCCCN=Cc1c(C)[nH]n(-c2nc3ccccc3s2)c1=O
  -2%	-0.2%	-21%[46.1 µM]	5%	-6%	?	1%[38.3 µM]
CCOc1ccc(-c2c[n+](=O)c3c(n2[O-])CCCC3)c(OCC)c1
  6%	0.0%	-8%[46.1 µM]	6%	23%	-3%	1%[38.3 µM]
CCOc1ccccc1N1CC(C(=O)Nc2nccs2)CC1=O (configuration not stated)
  2%	-2.9%	-2%[7.67 µM]	0%	-7%	-1%	9%[38.3 µM]
CC(C(=O)Nc1ccc(S(=O)(=O)N2CCOCC2)cc1)N(c1ccccc1)S(C)(=O)=O (configuration not stated)
  -3%	-1.0%	-3%[46.1 µM]	3%	-11%	-1%	27%[38.3 µM]
CCN1CCc2nc(NC(=O)c3cc(F)c(F)cc3Cl)sc2C1
  -5%[46 µM]	3.7%	6%	4%	3%	4%	4%
C=CCNC(=S)NCC1COc2ccccc2O1 (configuration not stated)
  ?	0.9%	11%	0%	-4%	-4%	11%
c1ccc(N2CCN(c3nc4cc5c(cc4s3)OCO5)CC2)cc1
  -26%	0.0%	6%[46.1 µM]	6%	0%	0%	-1%
COc1ccc(-c2nc3oc4cc(OC)ccc4c(=O)c3c(=O)n2Cc2ccco2)cc1
  ?	0.0%	?	11%	-23%	0%	?
COc1ccccc1NC(=O)C1C2C=CC(O2)C1C(=O)O (configuration not stated)
  8%	0.0%	5%[46.1 µM]	-5%	-11%	-3%	-28%[38.3 µM]
OC1CSc2nc3ccccc3n2C1 (configuration not stated)
  4%[46 µM]	1.0%	-6%	0%	22%[9.22 µM]	-1%	-4%
CC(=O)Nc1ccc2c(c1)n(C)c(=O)n2C
  24%	-1.1%	-4%[46.1 µM]	11%	8%	1%	4%[38.3 µM]
Nc1ccc(C(=O)OCC(=O)NC2CC2)cc1[N+](=O)[O-]
  -18%[46 µM]	1.1%	3%	6%	8%	-2%	-4%

Further entries follow.
Results follow in this order: Lamin A splicing	Epigenetic derep	NPSR antag	CBFb RUNX1 block	HttQ103 aggreg	Luc counter	IMPase Li inh
Cc1cc(C)c(OCC(=O)NCC2CCCO2)c(C)c1 (configuration not stated)
  .	0.9%	15%	7%	3%	0%	-5%
CCOC(=O)c1cc(NC(=O)CSCCO)ccc1Cl
  1%	-0.7%	-8%[46.1 µM]	2%	17%	2%	0%[38.3 µM]
COc1cccc(-c2nc(NCc3ccco3)c3ccccc3n2)c1O
  ?	3.2%	-23%[46.1 µM]	6%	4%	0%	-18%[38.3 µM]
C=CCn1c(SCC(=O)N2CC(=O)Nc3ccccc32)nc2scc(-c3cccs3)c2c1=O
  17%	1.0%	-27%[46.1 µM]	-8%	3%	0%	28%[38.3 µM]
COc1cccc(CN2CCN(C(=O)CC(C)C)CC2)c1
  3%	1.6%	-11%[46.1 µM]	12%	-20%	-2%	0%[38.3 µM]
CCOc1ccc2nc(SCC(=O)N(C)C3CCS(=O)(=O)C3)[nH]c2c1 (configuration not stated)
  1%	-0.3%	-10%[46.1 µM]	1%	10%	.	.
Cc1cc(NC(=O)CCc2ccccc2)c([N+](=O)[O-])cc1C
  -3%	1.1%	5%	-26%	-16%	-1%	9%
Cc1nc([N+](=O)[O-])c(Br)n1Cc1ccccc1
  .	0.0%	-44%	4%	31%[9.22 µM]	.	.
COc1ccc(OC)c(NC(=O)c2nnn(Cc3ccccc3C)c2N)c1
  -5%	-0.9%	-26%[46.1 µM]	3%	-7%	-9%	27%[38.3 µM]
CCc1c(C)sc(NC(=O)c2cc(-c3ccc(OC)c(OC)c3)on2)c1C#N
  3%	4.4%&-0.9%	5%[46.1 µM]	-9%	28%	0%	-27%[38.3 µM]
CC(C)Cc1cc(C(=O)N2CCC(N3CCC(C(=O)N4CCOCC4)CC3)CC2)n[nH]1
  .	8.1%	-35%	1%	-18%[9.22 µM]	1%	-4%
COc1ccc(NC(=S)N2CCC(N(C)CC3CCCO3)CC2)cc1Cl (configuration not stated)
  -10%	0.0%	17%	7%	9%	-1%	13%
CCN(CC)C(=O)CSc1nc2c(c(-c3cccnc3)c1C#N)CCCC2
  -5%[46 µM]	-2.9%	-30%	-10%	-7%	0%	6%
COc1cc(C(=O)NCCC(=O)NC2CCCCCCC2)cc(OC)c1OC
  12%	1.6%	2%[46.1 µM]	7%	-4%	4%	4%[38.3 µM]
O=C(O)Cn1nc(-c2ccccc2)c2ccccc2c1=O
  -4%	0.0%	-8%[46.1 µM]	7%	-13%	1%	3%
Cc1ccccc1NC(=O)NC1(C(=O)N2CCCC2)CCCCC1
  5%[46 µM]	2.2%	0%	5%	4%[9.22 µM]	1%	2%
CCOC(=O)CSc1nnc(NC(=O)c2cccc(S(=O)(=O)N3CCCCC3)c2)s1
  6%	6.8%	-14%[46.1 µM]	9%	0%	-2%	20%[38.3 µM]
CCOc1ccc(N2C(=O)CC(N(C)Cc3ccccc3)C2=O)cc1 (configuration not stated)
  ?	-1.0%	6%	22%	16%	4%	-5%
CCOc1nonc1C(=N)/C(C(C)=O)=C(\C)O
  -4%	-2.7%	-3%[46.1 µM]	-3%	16%	-3%	-2%[38.3 µM]
CCc1nnc(NC(=O)Nc2ccc(OC)cc2)s1
  -4%	-0.3%	-11%[46.1 µM]	0%	3%	-5%	28%[38.3 µM]
CCCc1cc(=O)[nH]c(SCC(=O)Nc2ccc([N+](=O)[O-])cc2C#N)n1
  .	6.5%	14%	-1%	-9%[9.22 µM]	.	.
Nc1ccccc1C(=O)NCCN1CCNC1=O
  ?	0.0%	-14%	5%	-1%[9.22 µM]	.	.
COc1ccc(N)c2c1OCCC2=O
  ?	0.0%	6%	-3%	0%	1%	-6%
COc1ccc(NS(=O)(=O)c2ccc(NC(=S)NC(=O)c3cccnc3)cc2)nn1
  .	3.1%	-12%	-7%	11%	0%	-2%
COc1ccc(NC(=O)N(C2CCCCC2)C(C)c2cccnc2)c(OC)c1 (configuration not stated)
  -6%	0.0%	-22%[46.1 µM]	4%	16%	-3%	6%[38.3 µM]
COc1ccc(N=C2C(=O)N3CCCc4cccc2c43)cc1
  8%	0.3%	0%	-6%	-5%	-4%	2%
Cc1cc(C(=O)COC(=O)CN=C2NS(=O)(=O)c3ccccc32)c(C)n1CCc1ccc(Cl)cc1
  -7%	-1.3%	2%	-21%	9%	0%	9%
Cc1cccc(-n2c(-c3csc(C)c3)n[nH]c2=S)c1
  3%	-1.4%	-21%[46.1 µM]	4%	30%	-3%	21%[38.3 µM]

Profiles, looked up by structure:
Entry for `CCOC(=O)CSc1nnc(NC(=O)c2cccc(S(=O)(=O)N3CCCCC3)c2)s1` → Lamin A splicing: 6%; Epigenetic derep: 6.8%; NPSR antag: -14%[46.1 µM]; CBFb RUNX1 block: 9%; HttQ103 aggreg: 0%; Luc counter: -2%; IMPase Li inh: 20%[38.3 µM]
Entry for `CCc1c(C)sc(NC(=O)c2cc(-c3ccc(OC)c(OC)c3)on2)c1C#N` → Lamin A splicing: 3%; Epigenetic derep: 4.4%&-0.9%; NPSR antag: 5%[46.1 µM]; CBFb RUNX1 block: -9%; HttQ103 aggreg: 28%; Luc counter: 0%; IMPase Li inh: -27%[38.3 µM]

Bioassay records: PubChem, National Center for Advancing Translational Sciences (NCATS)
